Source: PubChem (several laboratories)
DSG3 Ab inh: inhibitors of pemphigus antibody binding to DSG3, primary screen, biochemical, bead-based, flow cytometry, scFv-GFP | Desmoglein-3 (Homo sapiens), P32926 | DSG3-coupled beads, scFv-anti-DSG3-GFP binding; active compounds read low | binding (percent of control), % at 10 µM | hit rate 0.48% among 310,000 | AID 588358, 2011;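 active = binding more than 3 SD below its plate's average and above zero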;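 also: hits lower antibody fragment binding to DSG3; some compounds called inactive have numbers as strong as hits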
Arrestin-AP2 inh: inhibitors of beta-arrestin/AP2 binding, primary screen, biochemical, GPCR trafficking, flow cytometry | beta-arrestin 1 C-terminal peptide binding to AP2 beta2-adaptin appendage (human) | FITC-arrestin peptide / GST-AP2 beads; AP2 beta2 appendage carries R879A mutation | inhibition, % at 10 µM | hit rate 0.31% among 340,000 | AID 504490, 2011;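 active = inhibition above a set limit, near 3 SD of compounds lacking own fluorescence, cut at about 54% in these data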;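 also: plate controls were DMSO wells for no effect and 5 µM unlabelled arrestin peptide for full effect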
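System: GST-AP2 R879A glutathione beads | Also added: FITC-arrestin peptide, 50 nM | Times: 12 min plus 1 h, RT | Signal: Bead flow cytometry, FITC channel | Buffer or medium: PBS with 0.05% Tween 20 and 0.1% BSA | Read-out basis: Percent drop in bead-associated FITC signal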
HTR5A inv ctr: HTR5A inverse agonists in luminescence cell assay, primary screen, counter-screen for OPRM1-OPRD1 heterodimer inverse agonist project, full-deck HTS; 5-hydroxytryptamine receptor 5A (Homo sapiens), P47898; HTR5A cell line, inverse agonism; inhibition, % at 9.3 µM; hit rate 0.083% among 340,000; AID 504634, 2011; in the data active = inhibition mostly above about 23%, no sharp cut-off; inactive = mostly below about 18%;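 also: 0% = cells with DMSO and 100% = no-cell wells with DMSO; some compounds called inactive have numbers as strong as hits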
DAGLB inh: DAGLB lipase inhibitors, primary screen, biochemical, fluorescence, HTS. Diacylglycerol lipase-beta (Homo sapiens), Q8NCG7. HEK293T DAGLB membrane lysate, EnzChek fluorogenic substrate. inhibition, % at 5.17 µM. hit rate 0.059% among 340,000. AID 504411, 2011; in the data active = inhibition above about 34%;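 also: 0% = enzyme with vehicle and 100% = wells lacking enzyme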
Target sequence (Q8NCG7 whole entry, looked up): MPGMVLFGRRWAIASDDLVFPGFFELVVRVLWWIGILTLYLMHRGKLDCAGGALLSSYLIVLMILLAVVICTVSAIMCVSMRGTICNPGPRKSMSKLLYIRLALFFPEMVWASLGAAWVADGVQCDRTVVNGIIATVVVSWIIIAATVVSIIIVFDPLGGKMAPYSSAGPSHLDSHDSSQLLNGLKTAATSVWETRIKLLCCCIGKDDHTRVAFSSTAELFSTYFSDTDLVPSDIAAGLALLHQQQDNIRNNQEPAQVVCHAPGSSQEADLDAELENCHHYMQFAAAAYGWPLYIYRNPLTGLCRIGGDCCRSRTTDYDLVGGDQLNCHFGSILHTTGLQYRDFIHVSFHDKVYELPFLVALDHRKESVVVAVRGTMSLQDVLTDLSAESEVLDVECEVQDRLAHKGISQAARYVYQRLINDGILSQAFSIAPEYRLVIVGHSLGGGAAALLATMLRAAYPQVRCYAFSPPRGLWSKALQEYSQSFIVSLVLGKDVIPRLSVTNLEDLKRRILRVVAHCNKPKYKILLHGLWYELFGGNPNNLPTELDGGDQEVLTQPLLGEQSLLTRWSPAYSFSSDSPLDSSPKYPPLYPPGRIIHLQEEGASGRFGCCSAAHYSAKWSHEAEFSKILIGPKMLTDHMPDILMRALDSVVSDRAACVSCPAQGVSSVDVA
OPRM1-OPRD1 inv: inverse agonists of MOR-DOR heterodimerization, primary screen, cell-based, luminescence; Mu-type opioid receptor (Homo sapiens) + Delta-type opioid receptor (Homo sapiens), …; cell-based MOR-DOR heterodimer luminescence, inverse agonism; inhibition, % at 9.3 µM; hit rate 0.21% among 340,000; AID 504357, 2011; in the data active = inhibition above about 22%, passing the limit was not always enough;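 also: 0% = cells with DMSO and 100% = wells without cells with DMSO; values of inactives mirror those of a sister screen read the other way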
HTR5A ag ctr: HTR5A agonists in luminescence cell assay, primary screen, counter-screen for OPRM1-OPRD1 heterodimer agonist project, full-deck HTS; 5-hydroxytryptamine receptor 5A (Homo sapiens), P47898; cell-based; activation, % at 9.3 µM; hit rate 0.61% among 340,000; in the data active = activation mostly above about 9.5%, no sharp cut-off; inactive = mostly below about 7.6%;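 also: 0% = cells with vehicle only and 100% = reference agonist; strong numbers were not always called active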
PKA-R1A act: activators of PKA-R1A holoenzyme, primary screen, biochemical, fluorescence polarization, Cy5-IP20, bovine R1A, mouse PKAc. PKA-R1A dissociation; scaled: DMSO 0%, 113 µM cGMP 100%. activation, % at 11.4 µM. hit rate 0.083% among 340,000. AID 504707, 2011;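 active = percent activation above the mean of all tested compounds plus 3 SD, cut at about 19% in these data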;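 also: higher means more PKAc released from R1A so a rise in polarization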
V-ATPase pH: regulators of yeast V-ATPase proton pumping, primary screen, pHLuorin cytosolic pH fluorescence | S. cerevisiae | response, % at 10 µM | hit rate 0.37% among 350,000 | AID 504577, 2011; in the data active = response mostly above about 7.3%, no sharp cut-off; inactive = mostly below about 5.4%; also: actives read high; inactives centre near 0; some compounds called inactive have numbers as strong as hits; reference of the scale not given here
MOR-DOR ag: agonists of OPRM1-OPRD1 heterodimerization, primary screen, cell-based, luminescence; cells; hit rate 0.3% among 340,000; activation, % at 9.3 µM; Mu-type opioid receptor (Homo sapiens) + Delta-type opioid receptor (Homo sapiens), …; AID 504326, 2011; in the data active = activation above about 18%;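 also: 0% = vehicle-treated cells and 100% = reference agonist; values of inactives mirror those of a sister screen read the other way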
PKA-R2B activ: activators of PKA-R2B holoenzyme, primary screen, biochemical, fluorescence polarization, Cy5-IP20, human. PKA-R2B holoenzyme dissociation; R2B truncated from residue 108, S112A mutant; 0% DMSO only, 100% 113 µM cGMP. cAMP-dependent protein kinase catalytic subunit beta (Homo sapiens) + cAMP-dependent …. hit rate 0.079% among 340,000. activation, % at 11.4 µM;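 active = activation above a cutoff set at the mean over all compounds plus 3 SD, cut at about 18% in these data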;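 also: higher means more holoenzyme dissociation and a rise in polarization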
Target sequence (P31323 whole entry, looked up, other chains not shown, the tested form may be a part): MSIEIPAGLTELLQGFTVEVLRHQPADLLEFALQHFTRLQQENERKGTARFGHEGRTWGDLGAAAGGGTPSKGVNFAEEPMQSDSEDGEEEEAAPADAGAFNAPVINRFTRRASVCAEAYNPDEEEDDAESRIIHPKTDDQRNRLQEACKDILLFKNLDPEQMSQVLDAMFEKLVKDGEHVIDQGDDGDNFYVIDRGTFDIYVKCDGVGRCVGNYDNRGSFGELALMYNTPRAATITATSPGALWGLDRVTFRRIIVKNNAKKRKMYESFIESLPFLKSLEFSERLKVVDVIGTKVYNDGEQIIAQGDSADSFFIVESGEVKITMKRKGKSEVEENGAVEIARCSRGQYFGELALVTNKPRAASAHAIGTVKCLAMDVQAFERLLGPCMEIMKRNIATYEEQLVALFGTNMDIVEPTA
* = called active by the depositor; / = not tested or not shown.

SMILES	DSG3 Ab inh	Arrestin-AP2 inh	HTR5A inv ctr	DAGLB inh	OPRM1-OPRD1 inv	HTR5A ag ctr	PKA-R1A act	V-ATPase pH	MOR-DOR ag	PKA-R2B activ
C/C=C/Cn1c(Br)nc2c1c(=O)[nH]c(=O)n2C	/	-2	-21	-2	4	1	-2	-2	-0.8	8
CC(=O)C1=C(O)C=C(c2ccco2)CC1c1ccco1 (configuration not stated)	123	20	2	1	9	0	-8	-3	-1.7	-11
CC(C)c1ccc(OCC(O)Cn2cnc3ccccc32)cc1 (configuration not stated)	106	-3	1	-2	14	1	-12	4	-2.5	-12
O=C(Nc1c(C(=O)N2CCOCC2)cnn1-c1ccccc1Cl)c1ccco1	91	28	-8	2	17	3	1	1	-3.4	-4
O=C(CN(C(=O)c1ccc(Cl)cc1)C1CCCCC1)Nc1ccc(Cl)c([N+](=O)[O-])c1	91	-5	-9	-1	-19	2	-8	3	2.8	-10
Cc1ccc2c(c1)C(=C(C#N)C#N)C(=O)N2CCN1CCOCC1	/	2	-17	-1	4	1	-2	-1	-0.8	0
CCOC(=O)c1ccc2[nH]c3c(c2c1)CCCC3O (configuration not stated)	100	9	-10	-4	6	2	-8	0	-1.2	-10
COCCCNC(=O)CN(c1cc([N+](=O)[O-])ccc1OC)S(C)(=O)=O	96	-13	5	-3	12	-3	-12	1	-2.6	6
Cc1cccc(NC(=O)CC2CCC2)c1	108	-11	13	0	0	3	-2	0	0.0	5
CC(C)CC(=O)Nc1ccc(C(=O)CN2C(=O)NC3(CCOc4ccccc43)C2=O)cc1 (configuration not stated)	101	-4	8	2	11	4	1	-2	-2.1	-17
CC(C)NC(=S)N(CCc1ccncc1)C(C)C	86	-1	9	0	11	5	-14	-1	-2.1	-3
O=C(O)C1C=Cc2ccccc2N1C(=O)c1ccccc1 (configuration not stated) (tested in a mixture with another compound)	107	40	-8	-1	2	2	10	0	-0.5	-8

Arranged by length of the SMILES (ascending): part of the list above.
SMILES	DSG3 Ab inh	Arrestin-AP2 inh	HTR5A inv ctr	DAGLB inh	OPRM1-OPRD1 inv	HTR5A ag ctr	PKA-R1A act	V-ATPase pH	MOR-DOR ag	PKA-R2B activ
Cc1cccc(NC(=O)CC2CCC2)c1	108	-11	13	0	0	3	-2	0	0.0	5
CC(C)NC(=S)N(CCc1ccncc1)C(C)C	86	-1	9	0	11	5	-14	-1	-2.1	-3
CCOC(=O)c1ccc2[nH]c3c(c2c1)CCCC3O (configuration not stated)	100	9	-10	-4	6	2	-8	0	-1.2	-10
O=C(O)C1C=Cc2ccccc2N1C(=O)c1ccccc1 (configuration not stated) (tested in a mixture with another compound)	107	40	-8	-1	2	2	10	0	-0.5	-8
CC(C)c1ccc(OCC(O)Cn2cnc3ccccc32)cc1 (configuration not stated)	106	-3	1	-2	14	1	-12	4	-2.5	-12
C/C=C/Cn1c(Br)nc2c1c(=O)[nH]c(=O)n2C	/	-2	-21	-2	4	1	-2	-2	-0.8	8
Cc1ccc2c(c1)C(=C(C#N)C#N)C(=O)N2CCN1CCOCC1	/	2	-17	-1	4	1	-2	-1	-0.8	0
O=C(Nc1c(C(=O)N2CCOCC2)cnn1-c1ccccc1Cl)c1ccco1	91	28	-8	2	17	3	1	1	-3.4	-4
COCCCNC(=O)CN(c1cc([N+](=O)[O-])ccc1OC)S(C)(=O)=O	96	-13	5	-3	12	-3	-12	1	-2.6	6
CC(C)CC(=O)Nc1ccc(C(=O)CN2C(=O)NC3(CCOc4ccccc43)C2=O)cc1 (configuration not stated)	101	-4	8	2	11	4	1	-2	-2.1	-17
O=C(CN(C(=O)c1ccc(Cl)cc1)C1CCCCC1)Nc1ccc(Cl)c([N+](=O)[O-])c1	91	-5	-9	-1	-19	2	-8	3	2.8	-10

Next part.
SMILES	DSG3 Ab inh	Arrestin-AP2 inh	HTR5A inv ctr	DAGLB inh	OPRM1-OPRD1 inv	HTR5A ag ctr	PKA-R1A act	V-ATPase pH	MOR-DOR ag	PKA-R2B activ
Nc1c(C(O)(C(F)(F)F)C(F)(F)F)cc(C(O)(C(F)(F)F)C(F)(F)F)c2ccccc12	110	1	-25	-3	-19	5	-14	2	3.3	-15
COc1ccc(CC(=O)Nc2nccs2)cc1S(=O)(=O)N1CCOCC1	109	0	-2	-1	-10	1	2	-1	2.5	9
Cc1cc2c(=O)n(C)c(SCC(=O)Nc3ccc(F)cc3)nc2s1	97	3	-1	0	19	0	-3	-1	-3.7	-4
Cc1ccc(C)c(NC(=O)C(OC(=O)c2ccc(NC(=O)CC#N)cc2)c2ccccc2)c1 (configuration not stated)	99	7	-6	4	-5	2	-6	-1	0.7	-5
CC1(C)C2CCC1(C)C(OC(=O)C[n+]1ccccc1N)C2 (configuration not stated)	101	-7	1	2	14	0	3	6	-2.8	-4
COc1ccc(-c2csc3ncnc(N4CCN(c5ccc(OC)cc5)CC4)c23)cc1	103	-3	4	-1	-2	5	2	-2	0.3	9
O=C(NCCO)/C(=C\c1ccc(Br)cc1)NC(=O)c1cccs1	126	32	-11	-1	5	3	7	8	-1.0	-1
O=[N+]([O-])c1cc([N+](=O)[O-])c(Oc2cccc(Cl)c2Cl)cc1NN1CCCCC1	99	7	-9	0	-2	-4	7	-1	0.3	-3
COc1ccc(/C=C2\SC(N3CCc4ccccc4C3)=NC2=O)cc1	86	3	16	4	2	2	-5	2	-0.5	2
NS(=O)(=O)c1ccc(CNC(=O)NC2(c3ccccc3)CC2)cc1	102	16	-4	1	2	2	-6	-3	-0.4	6
CCOC(=O)C(=N/O)/C(C)=N/NC(=O)C(=O)Nc1ccc(Cl)cc1	106	36	-7	-3	8	-1	-3	1	-1.6	7
Cc1cccc(NC(=O)CCSc2nnc(Cc3ccccc3)o2)c1	108	23	-6	0	15	2	-8	-3	-2.8	-9
Cc1nn(C)c(C)c1Nc1ccc(N2C(=O)C3CC=CCC3C2=O)cc1[N+](=O)[O-] (configuration not stated)	109	-4	3	6	-2	-1	-13	-3	0.5	-8
FCCCOc1ccc(/C=N/OCc2c(Cl)cccc2Cl)cc1	/	-2	-1	-14	1	2	-1	4	-0.2	-8
COc1ccc(OC)c(CNC(=O)c2nn(C)c3c2CS(=O)(=O)c2ccccc2-3)c1	101	-5	22	3	12	-2	3	-3	-2.3	2
Cc1cccc(-c2ccc3ncnc(NCc4cccs4)c3c2)c1	101	-1	1	0	-6	-1	2	4	1.1	-6
CC(C)c1ccc(N(C(=O)c2ccco2)C(C(=O)NC2CCCC2)c2ccncc2)cc1 (configuration not stated)	95	0	8	-4	14	6	-2	14*	-2.3	6
CCO[C@@H]1OC(C(=O)NCc2nc3ccccc3[nH]2)=C[C@H](c2csc3ccccc23)[C@H]1CCCO	109	-5	-29	3	11	11	12	3	-1.8	4
Cn1c(=O)c2c(nc(CN3CCN(C(=O)c4ccco4)CC3)n2Cc2ccc(F)cc2)n(C)c1=O	120	6	5	3	11	4	-16	-7	-1.9	-1
CN(C)/C=N/C(=S)Nc1ccc(Cl)cc1Cl	100	18	18	-1	11	-7	-12	-1	-2.2	-1
CCc1nccn1CCC(=O)N1CCCC(N2CCN(c3ccccc3C)CC2)C1 (configuration not stated)	105	-5	-21	-2	16	2	-6	-3	-4.9	-6
CCC(=O)Nc1sc(C(=O)N2CCCCC2)c(C)c1C#N	92	12	3	0	1	7	0	-2	-0.2	-3
COCCN(C(=O)Cn1nnc2ccccc21)C(C(=O)NC1CCCCC1)c1ccc(OC)cc1OC (configuration not stated)	67	-3	-4	0	0	3	-1	-4	-0.1	3
Cc1ccc(S(=O)(=O)NCC(=O)NCc2cc(=O)n(C)c(=O)n2C)cc1C	/	31	11	2	-2	-1	10	1	0.3	6
C#CCOCCOCCOCCNc1nc(N2CCN(C(=O)CCCCCCCCCCNC(=O)[C@@H](CCC(=O)O)n3cc(CCCCCN)nn3)CC2)nc(N2CCN(C(=O)CCCCCCCCCCNC(=O)[C@H]([C@@H](C)CC)n3cc(CCCCCN)nn3)CC2)n1	121	-3	-16	2	-11	8	-1	0	2.0	-3
Cc1cccc(NC(=O)c2nc[nH]c2C(=O)N[C@@H](C)c2ccccc2)c1	106	26	-28	-5	-11	10	-1	5	1.9	-18
O=C(c1nc2ncccn2n1)N1CCN(c2ccccc2)CC1	101	6	-8	3	7	1	-6	-3	-1.2	-4
Cc1cccc(-c2ocnc2C(=O)Nc2ccccc2NC(=O)c2ccccn2)c1	/	1	6	-1	-14	-2	-4	-2	1.9	2
CCCCNC(=O)Nc1nnc(C(C)(C)C)s1	100	4	-11	-1	7	4	7	2	-1.4	-5
CCCCCCCCCCC[N+](C)(C)CC/C=C1/c2ccccc2Sc2ccc(Cl)cc21	108	-15	-7	10	-45	2	-1	10	8.7	5
CC(/C=N\NC(=O)CN1CCN(S(=O)(=O)c2ccc(C)cc2)CC1)=C\c1ccccc1	111	-3	15	-2	-3	2	-13	-2	0.6	0
O=C(Cc1ccc(S(=O)(=O)N2CCOCC2)s1)Nc1ccccc1Br	99	6	-8	-4	9	-1	-4	1	-1.6	-8
CN(C)CC[n+]1ccc(C(=O)c2ccccc2)cc1	103	6	-25	-1	-1	2	-4	-2	0.2	-13
Cc1ccc(C)c(NC(=O)Nn2cnnc2)c1	101	0	-25	2	8	4	11	9	-1.1	2
O=C(N1CCN(c2cccc(Cl)c2)CC1)C1(c2cccs2)CCOCC1	116	2	14	5	-16	4	-6	-6	3.1	-10
Cc1ccc(CC#N)c(-c2c(CC#N)ccc(C)c2C)c1C	101	/	/	-9	/	/	10	-6	/	3
Cn1cc(Cl)c(C(=O)Nc2nc3ccccc3s2)n1	105	-8	-30	-1	16	2	-5	-6	-2.8	-12
O=C(CC(Nc1ccccc1)C(=O)O)c1ccccc1 (configuration not stated)	108	9	0	5	2	0	-7	9	-0.4	-9
